Source: PubChem BioAssay
HT1080 cytotoxicity: HT1080 cell viability loss – fluorescence readout (AID 620) | HT1080 viability, fluorescence; higher % means a stronger effect | one-dose cytotoxicity, % at 10 µM; EC50 in µM for titrated hits | actives 0.42% (n = 87,000); in the data active = cytotoxicity above about 50%;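 note: cells exposed to compound overnight then 4 h with Alamar Blue; 0% = vehicle DMSO and 100% = killing control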
Numbers without * were called inactive. This is a subset, so the mix of outcomes need not match the whole.

No.	mol	HT1080 cytotoxicity
1	CC1=C(C(=O)OCC(Br)(Br)Br)C(c2ccccc2)NC(=O)N1CCCC(=O)O (stereo unspecified)	1.2%
2	Cc1ccc(C)c(NC(=O)c2ccc(OC(=O)c3ccco3)cc2)c1	-3.6%
3	Cc1cc(=O)oc2cc(OCC3CC(c4ccc(Br)cc4)=NO3)ccc12 (stereo unspecified)	-5.7%
4	O=C(CSc1nnc(-c2ccccc2Cl)o1)Oc1ccc(Br)cc1	13.4%
5	O=C(OCCN1CCCC1=O)c1cncc(Br)c1	-10.7%
6	Oc1cccc(C=NCc2ccccc2)c1	20.7%
7	C=CCn1cc(-c2cccc(Cl)c2)cc(C#N)c1=O	-2.3%
8	Cc1cc(C)c(C(N)=O)c(Nc2cccc3ccccc23)n1	19.5%
9	CCCCCCc1ccc(OCC(=O)OC)cc1OCC(=O)OC	-15.4%
10	CCOC(=O)c1ccc(NC(=O)CCC2COc3ccccc3O2)cc1 (stereo unspecified)	0.1%
11	N#CCCN/N=C(\Cc1nc2ccccc2[nH]1)c1ccccc1	-10.5%
12	Cc1cccc(NC(=O)C2C3C=CC(C4CC34)C2C(=O)O)c1 (stereo unspecified)	17.3%
13	Cn1nc2c(c1C(=O)O)CCCC2	12.6%
14	COCCCNC(=O)c1c(NC(=O)c2cccs2)sc2c1CCCC2	-3.0%
15	COc1ccc(NC(=O)N(Cc2ccc3c(c2)OCO3)C2CC(=O)N(c3ccc(OC)cc3)C2=O)cc1 (stereo unspecified)	3.5%
16	O=C(CN1CCSCC1)N/N=C/c1ccc(F)cc1F	-6.8%
17	NC(=O)CSc1nnc(-c2cccc(S(=O)(=O)N3CCOCC3)c2)n1C1CCCCCC1	16.6%
18	Cc1oc2c(c1C(=O)Nc1cccc(C(=O)O)c1)CCCC2	9.3%
19	O=C(NCC(O)CO)c1ccc2[nH]c3ccccc3c2c1 (stereo unspecified)	-9.6%
20	O=C1CC(c2ccccc2)Cc2nc3nc(C(F)(F)F)nn3cc21 (stereo unspecified)	-8.9%
21	CCOC(=O)C1=C(C)C(c2ccccc2O)NC(=O)N1 (stereo unspecified)	-11.7%
22	COc1ccc(CN(CC2CCCO2)C(=O)CN2C(=O)COc3ccccc32)cc1OC (stereo unspecified)	-8.6%
23	N=c1c(C(=O)NCc2ccc(F)cc2)cc2c(=O)n3ccccc3nc2n1Cc1cccnc1	4.3%
24	Cc1noc(NS(=O)(=O)c2ccc(N/C=C/C(=O)c3ccccc3)cc2)c1C	-4.0%
25	CC1CCc2c(sc(NC(=O)C(=O)NCc3ccco3)c2C#N)C1 (stereo unspecified)	-15.2%

The list goes on:
No.	mol	HT1080 cytotoxicity
26	COc1ccc(/C=N/Nc2nc3ccccc3o2)cc1OC	9.9%
27	O=C(COC(=O)CC12CC3CC(CC(C3)C1)C2)Nc1ncc(Cl)cc1Cl	-25.1%
28	c1ccc(CC2CCN(C3=Nc4cccc5cccc3c45)CC2)cc1	-12.2%
29	C#CCSc1nnc(-c2ccc(C)cc2)o1	8.8%
30	CC(=O)NC1C(=O)N(CCc2ccccc2)c2ccc(Br)cc21 (stereo unspecified)	-23.9%
31	Cc1cc(NC(=O)CSc2nnc(-c3ccccc3)n2Cc2ccco2)no1	-5.6%
32	O=C(Nc1ccccc1Cl)c1cc(S(=O)(=O)N2CCOCC2)cs1	10.3%
33	CCn1c(COc2ccc(C)cc2)nnc1SCc1ccc(C#N)cc1	-2.5%
34	CN(C)CCOC(=O)C1(c2ccccc2)CCCC1	-5.6%
35	CC(Oc1ccc(Cl)cc1Cl)C(=O)OCn1nnc2ccccc2c1=O (stereo unspecified)	-1.5%
36	O=C(O)C1CC(O)CN1S(=O)(=O)c1cccs1 (stereo unspecified)	-2.2%
37	O=C(c1cc(C2CC2)nc2ccc(Br)cc12)N1N=C(C(F)F)CC1(O)C(F)F (stereo unspecified)	-1.1%
38	Cc1ccc(S(=O)(=O)N(CC(=O)N2CCC(C)CC2)Cc2ccccc2F)cc1	9.9%
39	COc1ccc(NC(=O)C(F)(F)F)cc1OC	-5.5%
40	CCC(C)(C)NC(=O)C(c1ccccc1)N(Cc1cccnc1)C(=O)c1csnn1 (stereo unspecified)	-1.5%
41	COc1ccccc1NC(=O)Cn1cnc2sc(C)c(S(=O)(=O)N3CCCCC3)c2c1=O	1.0%
42	COC(=O)CN(C#N)c1nc(NC(C)C)nc(OC)n1	15.5%
43	CC(=O)N1CC2(CC2)CC1c1ccccc1 (stereo unspecified)	-9.0%
44	O/N=C\c1cccn1-c1ccc(Br)cc1	15.5%
45	Cc1nn(-c2ccc(C(F)(F)F)cn2)c(C)c1Oc1ccccc1O	8.3%
46	O=C(NCC(=O)N(c1ccccc1)C(C(=O)NC1CCCC1)c1ccncc1)c1ccco1 (stereo unspecified)	-3.7%
47	COc1ccc2cc(CN(Cc3cccs3)Cc3nnnn3Cc3ccccc3)c(=O)[nH]c2c1	4.6%
48	Clc1ccc(-c2nnc(CSc3nnc(-c4cccs4)o3)o2)cc1	8.3%
49	CC(=O)c1sc(N)c(C(=O)OC(C)C)c1C	-2.9%
50	O=C(CS(=O)(=O)Cc1ccccc1)Nc1ccc(Cl)cn1	-23.6%

Next entries
No.	mol	HT1080 cytotoxicity
51	COc1ccc2ccc3c(c2c1)N=CC1(O3)N(C)c2ccccc2C1(C)C (stereo unspecified)	-5.9%
52	O=C(OC1CCCCC1)c1ccc(NC(=O)C2CCCCC2)cc1	3.9%
53	COc1ccnc(N=CNOCc2ccc(F)cc2Cl)c1C#N	17.5%
54	O=C(c1ccc2nc(-c3ccco3)c(-c3ccco3)nc2c1)N1CCN(c2ncccn2)CC1	-4.2%
55	COc1ccc(N=Cc2c(O)[nH]c3ccccc23)cc1	10.3%
56	Cc1ccc(S(=O)(=O)Cn2nnnc2C(CC(C)C)N2CCN(c3ccccc3)CC2)cc1 (stereo unspecified)	2.0%
57	COc1ccc(/C=C2\SC(=S)N(NC(=O)c3csc4c3CCCC4)C2=O)cc1	-6.6%
58	Cc1ccc(C(=O)SC2=NCCS2)cc1	-30.4%
59	COCCNC(=O)c1ccccc1NS(=O)(=O)c1ccc(Br)s1	5.8%
60	Brc1ccc(NCc2cccc3ccccc23)nc1	-16.8%
61	O=C(CSc1nc(-c2ccccc2)c(-c2ccccc2)[nH]1)NCc1ccco1	-5.4%
62	Cc1ccccc1NC(=O)N(C(C)C)C(C)C	7.0%
63	Cc1ccc(S(=O)(=O)N2CCC(C(=O)NCC3CCCO3)CC2)cc1 (stereo unspecified)	4.7%
64	Cc1ccccc1NC(=O)CSc1nnc(Cc2ccccc2)o1	-6.8%
65	Cc1cccc(OCC(=O)Nc2nonc2NC(=O)COc2cccc(C)c2)c1	18.4%
66	CN(C)S(=O)(=O)c1ccc(-c2csnn2)s1	0.3%
67	CCCC(=O)n1nc(-c2ccccc2)nc1N	-5.3%
68	CCCNC(=O)NC(C)C12CC3CC(CC(C3)C1)C2 (stereo unspecified)	-14.0%
69	C=C(C)C(=O)Nc1cccc(C(C)=O)c1	-2.1%
70	COc1ccc2[nH]c(=O)c(CN(CCc3ccccc3)C(C)=O)cc2c1	-5.4%
71	CCN(CC)CCNc1c2c(c(C#N)c3nc4ccccc4n13)CCCC2	-2.5%
72	CCN1C(=O)N(c2ccc(Cl)cc2)C(C)=CC1(C)C	-26.9%
73	CCCc1nnc(NC(=O)CN2C(=O)c3ccccc3C2=O)s1	2.2%
74	CCC(C)C(NC(C)=O)C(=O)NC(=O)NC(c1ccccc1)c1ccccc1 (stereo unspecified)	-15.5%
75	CCCCN1C(=O)c2ccc(C(=O)Nc3cccc(C)c3C)cc2C1=O	-19.5%

Following part.
No.	mol	HT1080 cytotoxicity
76	Cc1cccc(N2CCN(C(=O)NCc3ccc(Cl)cc3)CC2)c1	28.1%
77	COc1ccc(C(O)c2nccn2C)cc1 (stereo unspecified)	14.7%
78	N#C/C(=C/c1ccc(N2CCOCC2)o1)c1nc2ccccc2[nH]1	3.3%
79	CC1CCCC(C)N1C(=O)COC(=O)c1ccc(O)cc1 (stereo unspecified)	-5.5%
80	N#Cc1ncc(C(F)(F)F)cc1Sc1ccccc1N	0.7%
81	O=C1c2ccccc2C(=O)N1CCSc1ccccc1	-5.9%
82	Cc1cc(=O)[nH]c(SCc2nnc(-c3ccccc3)o2)n1	-13.5%
83	CC(=O)C1=C(O)C(=O)N(CCNCCO)C1c1ccccc1 (stereo unspecified)	-22.2%
84	c1ccc(NC2=NCCCCS2)cc1	2.4%
85	COc1ccc(-n2nc(C(=O)c3cccs3)cc(-c3nc4ccccc4[nH]3)c2=N)cc1	-0.8%
86	CCN(CC)S(=O)(=O)c1cc([N+](=O)[O-])ccc1NNC(=O)Nc1ccccc1OC	-11.3%
87	CC1CCN(C(=O)Cn2cc(C(=O)C3CC3)c3ccccc32)CC1	7.7%
88	COc1ccc(-c2nc(-c3ccccc3)c(-c3cc([N+](=O)[O-])ccc3C)[nH]2)cc1OC	-2.6%
89	CC(Cc1cccs1)NC(=O)Nc1ccc(Cl)c(Cl)c1 (stereo unspecified)	-5.2%
90	CCN(CC)c1ccc(-c2nnc(SCC(=O)Nc3ccccc3C#N)n2-c2ccccc2)cc1	13.9%
91	Cn1c(Cn2nnc(-c3ccccc3)n2)nnc1SCc1ccccc1Cl	18.0%
92	COc1ccc(NC(=O)NC(C)(C(F)(F)F)C(F)(F)F)cc1	-9.9%
93	CCCCC1CC(C)(C(=O)CSc2nc3ccccc3s2)OC1=O (stereo unspecified)	28.2%
94	O=C(NCCCO)c1ccc2[nH]c3c(c2c1)CCCC3	-2.3%
95	Cc1ccccc1C(=O)N1CCN(c2ncnc3c2cnn3-c2ccccc2)CC1	-17.2%
96	O=c1[nH][nH]c(C(F)(F)F)c1C=NCc1cccc(Cl)c1	11.5%
97	CCn1cc(C(=O)Nc2ccc(OC)c(OC)c2)c2cc(OC)c(OC)cc2c1=O	-2.6%
98	CCOC(=O)C1=C(C)Nc2nnnn2C1c1ccccc1Cl (stereo unspecified)	14.7%
99	COc1cc(C(=S)N2CCCC2)cc(OC)c1O	1.5%
100	O=C(O)c1ccccc1S(=O)CCO (stereo unspecified)	8.2%

Brought forward from above: four compounds, followed by the next part.
No.	mol	HT1080 cytotoxicity
97	CCn1cc(C(=O)Nc2ccc(OC)c(OC)c2)c2cc(OC)c(OC)cc2c1=O	-2.6%
98	CCOC(=O)C1=C(C)Nc2nnnn2C1c1ccccc1Cl (stereo unspecified)	14.7%
99	COc1cc(C(=S)N2CCCC2)cc(OC)c1O	1.5%
100	O=C(O)c1ccccc1S(=O)CCO (stereo unspecified)	8.2%
101	CC(C)OC(=O)Cn1nnc(-c2ccccc2)n1	2.4%
102	CCc1nc(N[C@@H](CC(C)C)C(=O)O)c2oc3ccccc3c2n1	-7.3%
103	COc1ccc(C2CC(=O)C=C(NCCC(C)C)C2)cc1 (stereo unspecified)	6.5%
104	COc1cc(S(=O)(=O)N(Cc2cccs2)C2CC2)ccc1-n1cnnn1	-1.2%
105	COc1ccc(Br)cc1C(=O)Nc1ccc(NC(=O)c2ccco2)cc1	3.2%
106	COC(=O)c1cn(NC(=O)c2cccc(F)c2)c(=O)c2ccccc12	2.6%
107	Cc1ccccc1NC1=C(Cl)C(=O)OC1NC(=O)c1ccccc1 (stereo unspecified)	7.0%
108	CCn1c(SCC(=O)NC2CCCc3ccccc32)nnc1-c1cccs1 (stereo unspecified)	-6.5%
109	Cc1ccc(OCC(=O)N2N=C(C(F)(F)F)CC2(O)C(C)(C)C)cc1C (stereo unspecified)	30.7%
110	O=C(c1ccc(F)cc1)n1ccc(-c2cnc(-c3ccccc3)s2)n1	16.5%
111	Cc1cccc(C(=O)NC2CC3CCCC(C2)N3S(=O)(=O)c2ccccc2)c1 (stereo unspecified)	-4.2%
112	COc1ccc(-n2c(COc3ccc(C)cc3)nnc2SCc2ccc(C#N)cc2)cc1	-0.2%
113	CCc1nnc(NC(=O)c2c(C)nn(-c3ccccc3)c2Cl)s1	-13.3%
114	O=C(c1ccc(F)cc1)N1CCC(N2CCOCC2)CC1	-9.2%
115	CCCc1nn(C(=O)c2ccccc2)c2c1C(=O)CC(C)(C)C2	-1.9%
116	CCN(C(=O)CSc1nnc(Cc2cccc3ccccc23)n1N)C1CCS(=O)(=O)C1 (stereo unspecified)	-12.5%
117	Cc1cc(C)c(C)c(OCC(=O)N2CCCCCC2)c1	-4.3%
118	COC(=O)c1ccc(C(NC(=O)OCc2ccccc2)/C(C)=C/[C@@H](C)C(=O)N(C)Cc2cccnc2)cc1 (stereo partly specified)	-26.3%
119	CCOc1nc(Nc2ccc(OC)c(Cl)c2)nc(N2CCN(c3ccc(OC)cc3)CC2)n1	4.2%
120	Cc1ccc(C(C(=O)NC2CCCC2)N(Cc2ccc3c(c2)OCO3)C(=O)Cc2cccs2)cc1 (stereo unspecified)	-0.6%
121	CNC(=O)CN(c1ccc2c(c1)OCCO2)S(C)(=O)=O	1.5%
122	COC(=O)C1=C(C)N=c2s/c(=C/c3cccs3)c(=O)n2C1c1ccc(F)cc1 (stereo unspecified)	-13.0%
123	CC(NC(=O)c1ccco1)C1CCCO1 (stereo unspecified)	-5.9%
124	CCCCOc1ccc(NC(=O)C(=O)NCCC2=CCCCC2)cc1	4.3%
125	O=C(Nc1ccc(OCc2ccccc2)cc1)c1cccnc1	-13.6%

Taken from above.
entry 20 in HT1080 cytotoxicity = -8.9%
entry 55 in HT1080 cytotoxicity = 10.3%
entry 94 in HT1080 cytotoxicity = -2.3%
entry 6 in HT1080 cytotoxicity = 20.7%
entry 38 in HT1080 cytotoxicity = 9.9%

Rewritten field by field: entries from further up
115	CCCc1nn(C(=O)c2ccccc2)c2c1C(=O)CC(C)(C)C2
  HT1080 cytotoxicity: -1.9%

116	CCN(C(=O)CSc1nnc(Cc2cccc3ccccc23)n1N)C1CCS(=O)(=O)C1 (stereo unspecified)
  HT1080 cytotoxicity: -12.5%

117	Cc1cc(C)c(C)c(OCC(=O)N2CCCCCC2)c1
  HT1080 cytotoxicity: -4.3%

More entries:
No.	mol	HT1080 cytotoxicity
126	Cc1cc2n(n1)SC(Nc1ccc(F)c(Cl)c1)N2 (stereo unspecified)	-4.4%
127	CNC(=S)N1CCN(c2c(F)cc3c(=O)c(C(=O)O)cn(C4CC4)c3c2OC)CC1C (stereo unspecified)	-4.6%
128	Brc1cccc(OCCOCCn2ccnc2)c1	-4.6%
129	CCN(CC)C(=O)C1CCCN(Cc2ccc3c(c2)OCO3)C1 (stereo unspecified)	22.6%
